M. tuberculosis GlmU: inhibition of mycobacterial GlmU enzyme – biochemical, glucosamine-1-phosphate acetyltransferase (AID 1376) | one-dose inhibition, %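 (tested at 30 µM in the primary screen)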; IC50 in µM for titrated hits | hit rate 0.25% among 220,000 | M. tuberculosis GlmU acetyltransferase enzyme assay; higher % means a stronger effect; in the data active means inhibition above about 13%; inconclusive means no clear call, values can overlap the other calls;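 further: 0% = complete reaction with vehicle and 100% = reaction without substrate; strong numbers were not always called active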
RmlCD inh 1536: M. tuberculosis RmlC/RmlD inhibition. P9WH09+P9WH11. RmlC+RmlD coupled enzyme assay, percent inhibition; primary screen in compound mixtures. inhibition, % at 3.6 µM. hit rate 0.03% among 160,000. AID 1533; in the data active means inhibition mostly above about 34%, no sharp cut-off; inconclusive means no clear call, values can overlap the other calls; inactive means mostly below about 22%; further: some results filed as inactive read as strong as hits
Target sequence (P9WH09 whole entry, looked up): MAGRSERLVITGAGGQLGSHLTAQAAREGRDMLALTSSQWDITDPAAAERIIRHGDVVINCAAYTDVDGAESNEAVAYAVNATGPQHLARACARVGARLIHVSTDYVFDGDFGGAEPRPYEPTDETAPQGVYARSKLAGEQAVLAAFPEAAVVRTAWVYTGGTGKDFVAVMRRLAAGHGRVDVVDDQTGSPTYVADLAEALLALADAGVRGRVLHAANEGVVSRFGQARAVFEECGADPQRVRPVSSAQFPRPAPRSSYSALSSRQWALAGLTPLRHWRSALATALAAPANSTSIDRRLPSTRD
Target sequence (P9WH11 whole entry, looked up): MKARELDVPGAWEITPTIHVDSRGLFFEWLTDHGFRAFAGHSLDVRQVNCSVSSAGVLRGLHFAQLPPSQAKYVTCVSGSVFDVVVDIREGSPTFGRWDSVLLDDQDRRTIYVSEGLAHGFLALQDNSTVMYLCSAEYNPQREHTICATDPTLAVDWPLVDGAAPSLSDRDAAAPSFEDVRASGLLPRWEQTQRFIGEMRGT
Numbers without * were called inactive; ? = inconclusive; . = not tested or not shown; & = joins results of further samples. Some of the compounds tested; rates above refer to the full screens.

SMILES | M. tuberculosis GlmU | RmlCD inh 1536
COc1ccc(OC)c(C(=O)CSc2nc3ccccc3n2CC(=O)NC(C)(C)C)c1 | -0.8% | .
Cc1cc(C)c(NC(=O)/C(=C/c2ccco2)c2ccccc2)c(C)c1 | 1.5% | 3.7
COC(=O)CN(c1ccc(F)cc1)S(=O)(=O)c1ccc2c(c1)OCCO2 | 3.7% | 10.6
CCCCn1c(O)c(C(C)=NCC2CCCO2)c(=O)[nH]c1=O (centres undefined) | 2.5% | -12.0
c1ccc(CCNc2nc(-c3ccncc3)nc3ccccc23)cc1 | 2.1% | -10.5
N#CC(C(=O)C12CC3CC(CC(C3)C1)C2)c1nc2ccccc2[nH]1 (centres undefined) | -3.9% | .
CCCCCCCCCCn1c2c(c(=N)c3c1CCC3)CCC2 | -15.4% | 65.7
CCCS(=O)(=O)N1CCC(C(=O)NCc2ccc3c(c2)OCO3)CC1 | -3.5% | -11.9
COc1nc(Nc2ccc([N+](=O)[O-])cc2)nc(NC2CCCCC2)n1 | 1.6% | -12.2
CCC(C)NC(=S)Nc1ccc(F)cc1 (centres undefined) | 2.5% | -8.6
CN1C(=S)SC(C)(NO)C1(C)C (centres undefined) | -4.5% | .
COC/C=C1\CN2C3C[C@@H]1[C@H]1COC4=Nc5cc(OC)c(OC)c(OC)c5[C@@]43C[C@@H]12 | 0.3% | .
CCc1nc(SCC(=O)N2CCC(C)CC2)c2c(=O)n(C)c(=O)n(C)c2n1 | -1.6% | -5.2
COc1ccc(S(=O)(=O)N2CCCN(CCC(=O)Nc3cccc(C(F)(F)F)c3)CC2)cc1 | . | 19.8
Clc1ccc(-c2csc(N/N=C/c3ccc4c(c3)OCO4)n2)cc1 | -4.3% | -1.1
O=S(=O)(Nc1ccncc1)c1ccc(Cl)cc1 | 1.8% | .
Nc1cc(-c2ccc(Cl)cc2)nn1S(=O)(=O)c1cccc2nsnc12 | 2.9% | 41.3
CC(C)CC(=O)NC(=S)Nc1ccccc1F | 3.0% | -11.2
CN(C)c1ccc(N2[C@@H](CC(=O)O)c3cc(C(F)(F)F)ccc3S2(=O)=O)cc1 | 7.5% | .
CCO[C@@H]1OC(C(=O)NCc2nc3ccccc3[nH]2)=C[C@H](c2ccc(C(F)(F)F)cc2)[C@H]1CCCO | -0.6% | .
CCN(C(=O)CSc1ncccc1C(=O)Oc1cccc([N+](=O)[O-])c1)c1cccc(C)c1 | -1.2% | 12.9
C[C@H]1COc2c(C3(N)CC3)c(F)cc3c(=O)c(C(=O)O)cn1c23 | 6.4% | ?
O=C(Cn1cnc2c(cnn2-c2ccc(F)cc2)c1=O)N1CCN(c2ccccc2)CC1 | -4.2% | .
CSCCC(C(=O)N1CC2(C)CC1CC(C)(C)C2)N1C(=O)c2ccccc2C1=O (centres undefined) | 1.6% | .
CCOCCN1CCN(c2nnc3n2-c2ccc(Cl)cc2C(c2ccccc2Cl)=NC3)CC1 | . | 3.9
SMILES | M. tuberculosis GlmU | RmlCD inh 1536
CCOC(=O)CSC1=C(C#N)C(c2ccc(C)o2)CC(=O)N1 (centres undefined) | 2.6% | -9.2
CC(Sc1nc2cc([N+](=O)[O-])ccc2n1-c1ccc(F)cc1)C(=O)NCc1ccc2c(c1)OCO2 (centres undefined) | 3.2% | 6.6
CC(=O)N1CCN(c2ccc([N+](=O)[O-])cc2C#N)CC1 | -0.5% | 6.3
C=CCN(C(=O)CNC(=O)c1ccco1)C(C(=O)NC1CCCCC1)c1ccc(F)cc1 (centres undefined) | . | 11.0
CCCCNC(=O)CCCn1c(=O)c2ccccc2n(CC(=O)NCCC2=CCCCC2)c1=O | 2.5% | 4.0
CCCCN1CCNC1=S | . | 5.7
CCCn1c(=N)n(CC(O)c2ccco2)c2ccccc21 (centres undefined) | 0.0% | -1.1
N/C(=N\OS(=O)(=O)c1ccc(Cl)cc1)c1ccncc1 | -3.4% | 6.5
CNC(=O)CC1C(=O)N(C)C(=S)N1NC(=O)c1ccc(Cl)cc1 (centres undefined) | -5.0% | .
CCn1cc(S(=O)(=O)c2ccc(C)cc2)[nH]c1=O | -0.7% | .
O=C(NCC1CCCCC1)c1cccc(S(=O)(=O)NCc2cccnc2)c1 | -1.5% | -9.8
Oc1c(/C=C/C=C/C=Nc2ccccc2)sc(=S)n1Cc1ccccc1 | -0.2% | 3.9
Cn1c(=O)c2c(ncn2CC(=O)N2CCN(c3ccccc3)CC2)n(C)c1=O | 5.8% | 7.6
COc1ccc(-n2nnnc2/C=C\Nc2ccccc2C(=O)c2ccccc2)cc1 | 6.3% | -0.3
CCOC(=O)Cc1ccc(NS(=O)(=O)c2ccc(SC)cc2)cc1 | -2.4% | -2.6
CC(C(=O)N1CCN=C1c1ccccc1)N1C(=O)c2ccccc2C1=O (centres undefined) | 0.5% | 10.2
CCN(CC)S(=O)(=O)c1ccc(/C=C/C(=O)Nc2ccc(F)cc2F)cc1 | 1.6% | -4.6
O=c1cc(/N=C/c2coc3cc(Br)ccc3c2=O)[nH]c(=S)[nH]1 | -1.6% | .
COc1ccc(CN(C(=O)CN2C(=O)C(C)Oc3ccccc32)C2CCCC2)c(OC)c1 (centres undefined) | -1.0% | 106.1
COC(=O)Cc1ccc(NC(=S)N2CCN(c3cccc(O)c3)CC2)cc1 | -0.2% | 16.1
Cn1c(=O)cc(SCC(=O)NCCC2=CCCCC2)c2cc(Cl)ccc21 | 10.4% | -13.1
CC(C)[C@H](NC(=O)c1ccco1)C(=O)OCC(=O)N1CC(=O)Nc2ccccc21 | -1.0% | -2.5
COCC(=O)Nc1cc(Cl)ccc1C | -4.2% | 10.9
Cn1cc(S(=O)(=O)N2CCCC(C(=O)O)C2)cn1 (centres undefined) | -0.8% | 1.4
O=c1[nH]c2ccc(NC(=S)Nc3ccc(F)cc3)cc2[nH]1 | -1.7% | 5.3

Of the compounds above, 3 contain a COOH group:
SMILES | M. tuberculosis GlmU | RmlCD inh 1536
CN(C)c1ccc(N2[C@@H](CC(=O)O)c3cc(C(F)(F)F)ccc3S2(=O)=O)cc1 | 7.5% | .
C[C@H]1COc2c(C3(N)CC3)c(F)cc3c(=O)c(C(=O)O)cn1c23 | 6.4% | ?
Cn1cc(S(=O)(=O)N2CCCC(C(=O)O)C2)cn1 (centres undefined) | -0.8% | 1.4

(listing goes on)
SMILES | M. tuberculosis GlmU | RmlCD inh 1536
COc1ccc2oc(=O)c(C(=O)NCc3ccccn3)cc2c1 | -2.6% | .
COc1ccc2nc(SCC(=O)/C(C#N)=C(\C)N)[nH]c2c1 | 5.0% | -4.0
O=C(Nc1ccc(Cl)cc1)c1ccc(Br)cc1F | -3.1% | 5.6
CS(=O)(=O)N(CC(=O)NCC1CCCO1)Cc1ccc(Cl)cc1 (centres undefined) | -5.0% | 5.8
CN(C)CCOC(c1ccc(Cl)cc1)c1ccccn1 (centres undefined) | -4.1% | 6.5
Cc1ccc(C)c(N(CC(=O)NCCSCc2ccco2)S(C)(=O)=O)c1 | 3.1% | .
COc1cc(C=C2C(=O)OC(C)(C)OC2=O)ccc1OCC(=O)Nc1ccccc1 | -1.0% | 16.6
COc1cc(C=O)ccc1OCC(=O)N1CCOCC1 | -8.1% | -1.4
O/N=C/c1cn(-c2ccc(Cl)cc2)nn1 | -0.5% | 9.1
CS(=O)(=O)N(CC(=O)Nc1ccccc1C(=O)NCc1ccccc1)c1ccc2c(c1)OCCO2 | 3.9% | .
CN(C)S(=O)(=O)N1CCC(CO)(Cc2cccc(C(F)(F)F)c2)CC1 | -0.4% | -10.3
O=C(CCn1nc(-c2ccccc2)c2ccccc2c1=O)Nc1cccnc1 | -3.8% | 14.2
Cc1c(Cl)cccc1NC(=O)CCCn1nc([N+](=O)[O-])cc1C | -2.0% | -4.3
CC1=C(C(=O)OC(C)C)C(c2coc3ccccc3c2=O)C2=C(CCCC2=O)N1 (centres undefined) | -0.1% | .
CCCn1c(C(Cc2ccccc2)NC(=O)COC)nc2ccccc21 (centres undefined) | -4.2% | 7.8
CCCn1c(N/N=C(C)\C=C\c2ccccc2)nc2c1c(=O)[nH]c(=O)n2C | -5.3% | 47.3
O=S(=O)(NC1CC1)c1ccc(S(=O)(=O)N(Cc2ccccn2)C2CC2)cc1 | 1.2% | 81.3
Cc1ccnc(NC(=O)CN2C(=O)c3ccccc3C2=O)c1 | -0.6% | 3.3
CC(c1ccccc1)N1C(=O)c2ccccc2C1O (centres undefined) | 1.1% | .
C=CC[n+]1c(-c2ccc(Cl)cc2Cl)csc1Nc1ccc(NC(C)=O)cc1 | -1.9% | -3.6
CC(C)c1cc(=O)n2[nH]c(N)nc2n1 | 8.1% | 2.9
Cc1c(CNC2CCCC2)c(C(=O)O)c(C)n1Cc1ccccc1 | -1.1% | .
CC(=O)c1ccc(N2Cc3ccccc3/C2=N\C(=O)Nc2ccc(Cl)cc2)cc1 | 2.3% | .
Nc1c(C(=O)N2CCOCC2)sc2nc(N3CCOCC3)c3c(c12)CCCC3 | -9.3% | -6.3
CCS(=O)(=O)N1N=C(c2ccc(NS(C)(=O)=O)cc2)CC1c1ccccc1 (centres undefined) | 4.1% | 1.1
SMILES | M. tuberculosis GlmU | RmlCD inh 1536
COc1ccc(C2=NC(CO)(CO)CO2)cc1 | 7.2% | 31.1
Cn1cccc1/C=C1/SC(=S)N(CC(=O)O)C1=O | -4.5% | -9.9
Cc1nn(-c2ccc(F)cc2)c(Cl)c1/C=C(\CCC(=O)O)c1nc2ccccc2s1 | 3.2% | 2.7
COc1ccccc1-n1cnnc1SCC(=O)c1ccc[nH]1 | -0.4% | -6.9
CCn1cc(C(=O)NCC2CCCO2)c(=O)c2cc(S(=O)(=O)N(C)C3CCCCC3)ccc21 (centres undefined) | 0.9% | 4.9
CCOC(=O)C1CCCn2c1nc1sc3c(c1c2=O)CCCC3 (centres undefined) | -0.4% | -8.6
Oc1ccc(CN2CCC(Cc3ccccc3)CC2)c2cccnc12 | -1.8% | -13.8
O=C(CSc1cccc2cccc(Cl)c12)NC1=NCCS1 | -3.8% | 9.8
N=c1n(Cc2ccc(Cl)cc2)c2ccccc2n1CC(O)c1ccco1 (centres undefined) | -3.3% | .
COc1ccc(C(C(=O)NC2CCCCC2)N(C(=O)Cc2c[nH]c3ccccc23)c2ccccc2)cc1OC (centres undefined) | -1.0% | .
Cc1cccc(N(C(=O)CNC(=O)c2ccco2)C(C(=O)NC2CCCC2)c2ccncc2)c1 (centres undefined) | 1.9% | .
CC(C)CC(=O)Nc1cccc(NC(=O)c2ccccc2Cl)c1 | 1.3% | -8.7
O=C(Nc1ccc(O)cc1C(=O)O)c1ccc2c(c1)C(=O)N(Cc1ccco1)C2=O | 4.4% | .
Cc1ccc(OCC(O)Cn2c3ccccc3c3ccccc32)cc1 (centres undefined) | 1.2% | 11.7
COc1ccc(C2OC[C@H]3O[C@H](O)[C@H](NC(C)=O)[C@@H](O)[C@@H]3O2)cc1 (some centres undefined) | -2.5% | 8.9
O=C(Nc1cccc2ncccc12)c1ccc2c(c1)OCCO2 | -0.8% | -10.8
CC1(C)CC(=O)c2sc(N)nc2C1 | -6.0% | 11.1
Cc1ccc(S(=O)(=O)NCC(=O)NCC(=O)OCC(=O)N2CC(=O)Nc3ccccc32)cc1C | -0.6% | 5.7
NC(=O)NC(=O)COC(=O)c1cccnc1Nc1ccccc1F | -7.6% | -8.5
CCOc1ccc(C(=O)NCCC2=CCCCC2)cc1OCC | -4.7% | 2.7
Cc1c(N(C)C(=O)C2CCCN2S(=O)(=O)c2ccccc2)c(=O)n(-c2ccccc2)n1C (centres undefined) | -4.0% | 12.8
Cc1ccc2cccc(OCC(=O)N3CCc4ccccc43)c2n1 | 6.0% | -10.4
CCCCn1c(SCC(=O)N(CC)C2CCS(=O)(=O)C2)nnc1C(CC)N(C)C (centres undefined) | 6.6% | ?
Cc1noc(C)c1COC(=O)c1ccc(S(=O)(=O)NCc2ccco2)cc1 | 49.8% | -8.6
COc1cc(-c2nnc(CSc3nnc(N)s3)o2)cc(OC)c1OC | -4.5% | -0.6
COc1ccc(CCNC(=O)CS(=O)Cc2nc(-c3cccs3)oc2C)cc1OC (centres undefined) | 4.2%&-2.0% | -4.0
CCOC(=O)Nc1ccc2c(c1)N(C(=O)CN(CC)CC)c1ccccc1C=C2 | -1.8% | 8.2
CCOc1ccc(-n2c(SCC)nc3c(c2=O)SCC3)cc1 | -4.2% | -2.6

Compound profiles (already shown). Screens in order: M. tuberculosis GlmU	RmlCD inh 1536
`CC(C)c1cc(=O)n2[nH]c(N)nc2n1` across the screens: 8.1%	2.9
`Cc1c(N(C)C(=O)C2CCCN2S(=O)(=O)c2ccccc2)c(=O)n(-c2ccccc2)n1C` (centres undefined) across the screens: -4.0%	12.8
`Oc1c(/C=C/C=C/C=Nc2ccccc2)sc(=S)n1Cc1ccccc1` across the screens: -0.2%	3.9
`COc1ccc(CCNC(=O)CS(=O)Cc2nc(-c3cccs3)oc2C)cc1OC` (centres undefined) across the screens: 4.2%&-2.0%	-4.0
`O/N=C/c1cn(-c2ccc(Cl)cc2)nn1` across the screens: -0.5%	9.1

2 entries drawn at random from those above:
SMILES | M. tuberculosis GlmU | RmlCD inh 1536
CC(=O)c1ccc(N2Cc3ccccc3/C2=N\C(=O)Nc2ccc(Cl)cc2)cc1 | 2.3% | .
CSCCC(C(=O)N1CC2(C)CC1CC(C)(C)C2)N1C(=O)c2ccccc2C1=O (centres undefined) | 1.6% | .

High-throughput results from PubChem BioAssay.
